ARFGAP1 inh = inhibitors of rat ARFGAP1 GAP activity, primary screen, biochemical, fluorescence polarization, GDP tracer. actives 0.26% (n = 360,000). Arfgap1-stimulated ARF1 GTP hydrolysis, GDP FP detection. inhibition, % at 16.5 µM. ADP-ribosylation factor GTPase-activating protein 1 (Rattus norvegicus), Q62848;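 active = inhibition above a per-plate limit, mean inhibition of low control wells plus 3 SD, cut at about 25% in these data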;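 also: 0% = DMSO wells with enzyme and 100% = wells lacking Arfgap1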
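System: truncated rat Arfgap1 GAP domain / Benchmarks: high control wells lacking Arfgap1, low control full reaction with DMSO / Times: compound-enzyme preincubation 20 min, reaction 120 min, detection 60 min, 25 °C / Repeats: one replicate per compound / Also added: human ARF1(Δ1-17)-GTP substrate / Measured by: Tracer-displacement fluorescence polarization with EDTA stop, 620/688 nm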
ABHD4 inh = ABHD4 inhibitors, primary screen, biochemical, fluorescence polarization, mouse; purified mABHD4, FP-Rh probe fluorescence polarization; inhibition, % at 8.92 µM; actives 0.54% (n = 370,000);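 active = inhibition exceeding the mean over every tested compound plus 3 SD, cut at about 30% in these data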;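 also: 0% = plate median of compound wells and 100% = S159A mutant with DMSO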
Target sequence (Q8VD66 whole entry, looked up): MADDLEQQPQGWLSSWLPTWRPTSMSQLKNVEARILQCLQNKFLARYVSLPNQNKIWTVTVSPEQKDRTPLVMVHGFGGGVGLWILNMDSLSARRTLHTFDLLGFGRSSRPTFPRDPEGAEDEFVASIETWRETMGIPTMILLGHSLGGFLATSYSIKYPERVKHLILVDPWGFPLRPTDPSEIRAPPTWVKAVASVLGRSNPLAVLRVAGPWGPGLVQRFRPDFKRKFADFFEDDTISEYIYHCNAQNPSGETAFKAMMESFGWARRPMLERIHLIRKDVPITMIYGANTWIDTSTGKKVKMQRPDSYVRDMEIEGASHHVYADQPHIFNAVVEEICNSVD
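Assay system: mABHD4 protein; medium: HEPES pH 7.0, NaCl, Pluronic buffer; dosing: 8.92 µM, single dose; schedule: 45 min + 60 min at 25 °C; signal: FP readout, ex 525 nm / em 598 nm; read-out: normalized percent inhibition of probe labeling; repeats: single replicate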
rCAG binder = binders of r(CAG) RNA repeats, primary screen, biochemical, fluorescence; inhibition, % at 3 µM; actives 1.3% (n = 370,000); AID 651821, 2012; r(CAG) RNA repeat, TO-PRO-1 dye displacement fluorescence;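 active = inhibition above the plate cutoff, the mean of all test compounds on that plate plus 3 SD, cut at about 35% in these data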;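 also: 0% = DMSO alone and 100% = 100 µM mitoxantrone as full dye displacement; higher means more dye released from RNA so lower well fluorescence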
SMARCA2 act = SMARCA2 (BRM) function activators, primary screen, cell-based, luminescence, high throughput. MG213 cells, MMTV-luciferase reporter, dexamethasone, overnight. activation, % at 9.1 µM. actives 1% (n = 370,000); in the data active = activation above about 7.8%;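 also: 0% = vehicle wells and 100% = reference activator wells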
NR1D1 modulator = modulators of Rev-erb alpha DNA binding, primary screen, biochemical, FITC-DNA, fluorescence polarization, uHTS; Nuclear receptor subfamily 1 group D member 1 (Homo sapiens), P20393; Rev-erbα–FITC-DNA binding, 90 min; activity, % at 10 µM; actives 0.79% (n = 370,000); AID 1259318, 2017;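 active = activity above about 14%, limit read from the data; passing the limit was not always enough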;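 also: 0% = DMSO wells with 35 nM protein and 100% = DMSO wells with 750 nM protein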
Target sequence (P20393 whole entry, looked up): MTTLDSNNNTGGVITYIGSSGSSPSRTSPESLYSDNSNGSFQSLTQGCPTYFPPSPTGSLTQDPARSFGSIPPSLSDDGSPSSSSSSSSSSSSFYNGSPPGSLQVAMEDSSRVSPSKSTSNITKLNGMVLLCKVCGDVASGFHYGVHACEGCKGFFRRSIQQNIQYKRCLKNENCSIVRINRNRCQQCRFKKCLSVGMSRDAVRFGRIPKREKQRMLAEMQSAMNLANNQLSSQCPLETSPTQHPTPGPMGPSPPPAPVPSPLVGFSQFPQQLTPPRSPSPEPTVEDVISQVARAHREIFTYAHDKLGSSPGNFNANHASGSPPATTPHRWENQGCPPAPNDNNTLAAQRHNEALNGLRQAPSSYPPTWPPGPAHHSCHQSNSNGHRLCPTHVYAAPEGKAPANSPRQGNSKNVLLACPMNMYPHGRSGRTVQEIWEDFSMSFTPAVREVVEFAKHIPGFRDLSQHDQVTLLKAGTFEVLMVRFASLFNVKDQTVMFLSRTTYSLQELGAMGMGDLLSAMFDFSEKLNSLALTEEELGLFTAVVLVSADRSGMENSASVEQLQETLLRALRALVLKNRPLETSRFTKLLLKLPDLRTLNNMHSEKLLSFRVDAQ
GC-A act = GC-A stimulated cGMP production enhancers – HEK293 GC-A cells, cGMP TR-FRET, EC30 ANP, primary screen. 0% at EC30 ANP, 100% saturating ANP. activation, % at 10 µM. actives 0.14% (n = 370,000); in the data active = activation above about 40%
PG9 Ab binder = binders of HIV-1 gp120 antibody PG9, primary screen, biochemical, TR-FRET; HIV-1 gp120 / PG9 antibody interaction; TR-FRET gp120-PG9 antibody binding; inhibition, % at 6.7 µM; actives 0.43% (n = 360,000); AID 624416, 2012; in the data active = inhibition above about 8.5%
ASAP1 inh = inhibitors of human ASAP1 ArfGAP activity, primary screen, biochemical, fluorescence polarization | inhibition, % at 16.5 µM | ASAP1-stimulated ARF1 GTP hydrolysis, GDP FP detection | Arf-GAP with SH3 domain, ANK repeat and PH domain-containing protein 1 (Homo sapiens), … | actives 0.19% (n = 360,000) | AID 624377, 2012; in the data active = inhibition above about 25%;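 also: 0% = vehicle with enzyme and substrate and 100% = no enzyme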
NPR2 activator = human GC-B receptor activators, primary screen, HEK293 GC-B cells, cGMP TR-FRET, EC30 CNP | Atrial natriuretic peptide receptor 2 (Homo sapiens), P20594 | 0% at EC30 CNP, 100% saturating CNP | activation, % at 10 µM | actives 0.11% (n = 370,000) | AID 1920062, 2024;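 active = activation at 10 µM reaching about 35% in either raw or pattern-adjusted values, limit read from the data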
HTRA1 inhibitor = HTRA1 serine protease inhibitors, primary screen, biochemical, fluorescence polarization, HTS. inhibition, % at 5.96 µM. actives 0.5% (n = 340,000). recombinant HTRA1, FP-rhodamine activity-based probe. AID 504803, 2011. Q92743; in the data active = inhibition above about 36%;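 also: 0% = enzyme with DMSO and 100% = wells lacking enzyme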
* marks the source's active call; other numbers are inactive results; nt = not tested or not shown. Rows were taken by chance; 4.4% or so of the library scored in one or more.

SMILES | ARFGAP1 inh | ABHD4 inh | rCAG binder | SMARCA2 act | NR1D1 modulator | GC-A act | PG9 Ab binder | ASAP1 inh | NPR2 activator | HTRA1 inhibitor
COc1ccc(NC(=O)COC(=O)CC2CC3CCC2C3)c([N+](=O)[O-])c1 (centres undefined) | 5.7 | 9.2 | -0.5 | -3.1 | 0.8 | 0.2 | -0.3 | -5.7 | 1.2 | -9.6
CC(C)=CCN1CCN(Cc2cc(F)ccc2-n2nc(C)cc2C)CC1CCO (centres undefined) | 2.8 | 4.9 | -12.0 | 1.6 | -7.0 | -5.4 | 0.3 | 5.8 | -1.7 | 5.3
O=C(CSc1nc2ncc(Br)cc2[nH]1)c1ccc([N+](=O)[O-])cc1 | -10.8 | 7.1 | 11.3 | -3.1 | 0.5 | -3.0 | 1.0 | 15.3 | -6.9 | -1.1
COc1ccc(-c2nnnn2C)cc1S(=O)(=O)Nc1ccc(C)cc1C | -4.1 | 2.8 | 0.8 | -0.6 | 3.2 | 1.4 | -1.1 | 4.0 | 7.5 | -1.7
CC(C)(C)NC(=O)NC(=O)COC(=O)C1(C)CC1(Cl)Cl (centres undefined) | 3.4 | 1.7 | -5.7 | 2.2 | -4.1 | 0.9 | -2.6 | -6.8 | 3.4 | -1.6
Cc1ccc(NC(=O)CN2C(=O)C(=O)N(C3CCCC3)C2=O)cc1Cl | 7.4 | 2.3 | 7.6 | 1.4 | -1.9 | -3.6 | -0.8 | -3.7 | 0.5 | -2.8
Cc1cc2nc3c(=O)n(CCc4ccccc4)c(=O)[nH]c3nc2cc1N | -5.8 | 54.6* | -165.4 | 1.4 | 37.8* | 1.9 | -6.5 | -9.0 | -3.2 | 34.9
CCn1c(C(C)NC(=O)c2ccc(C)cc2)n[nH]c1=S (centres undefined) | 6.3 | 1.0 | -2.2 | -4.3 | 2.3 | -2.1 | 0.1 | -13.6 | 5.1 | -4.6
CC(=O)c1cccc(NC(=O)C2=CN3CCS(=O)(=O)N=C3C=C2)c1 | 7.5 | -3.8 | 4.9 | -3.9 | -3.9 | 0.9 | 0.2 | -3.6 | 10.3 | -3.2
Cc1c(C(=O)OC2CCCC2C)[nH]c2c1C(=O)CCC2 (centres undefined) | 17.3 | 2.1 | 0.9 | 3.5 | 2.0 | -2.9 | 0.5 | 3.0 | -5.0 | 10.1
C/C=C(\C)C(=O)NCCN1C2=NC[C@H](C)N2C[C@@H]1Cc1ccc(OC)cc1 | 1.9 | -1.9 | 5.5 | 0.0 | 3.3 | 0.4 | 0.1 | 3.0 | -1.6 | -0.9
O=C(NCc1ccccc1)C(c1ccco1)N(C(=O)c1ccccn1)c1ccccc1 (centres undefined) | 6.2 | 0.0 | -1.0 | -0.2 | 5.3 | -1.7 | -3.1 | 9.6 | -0.3 | -0.7
Cc1ccc(C(=O)NCCCN2CCN(CCCNC(=O)c3ccc(C)cc3)CC2)cc1 | 4.5 | 1.9 | -8.8 | -1.2 | 3.0 | -14.8 | -1.5 | 2.7 | -7.0 | 2.7
O=C(NCc1ccccc1)c1ccc2ccccc2n1 | -8.4 | 1.8 | 10.0 | -0.2 | 0.5 | -0.3 | -0.2 | 8.7 | 1.9 | -4.3
Cc1cccc(C(=O)N2CCC(=O)N(C(COCc3ccc(Cl)cc3)Cc3ccccc3)CC2)c1 (centres undefined) | -13.5 | -8.9 | 2.3 | -1.9 | -0.9 | -9.5 | 0.9 | 6.3 | -6.9 | -33.7
C=CCOc1c(Br)cc(/C=N/NC(=O)Cc2ccc(C(F)(F)F)cc2[N+](=O)[O-])cc1OC | 8.0 | 1.9 | -0.6 | -0.6 | -0.5 | -3.0 | -1.5 | 9.4 | 3.5 | 11.9
O=C(Nc1ncc(Cc2ccccc2)s1)C1CCCO1 (centres undefined) | 22.4 | 1.6 | 3.1 | 12.4* | -5.4 | 2.8 | -1.6 | 3.9 | -3.1 | 4.3
Cc1ccc(CCNC(=O)C2CCC(=O)N2Cc2ccc(F)cc2)cc1 (centres undefined) | -1.2 | -2.8 | 0.2 | -2.1 | -3.7 | -2.6 | -2.4 | 14.8 | 3.9 | 5.6
O=C1CN(C(=O)COC(=O)CCC(=O)c2ccc3c(c2)OCCO3)c2ccccc2N1 | 6.9 | 0.6 | 5.9 | 0.6 | 6.0 | -3.0 | -1.1 | 12.1 | 3.0 | -0.6
Fc1ccccc1CNc1cc(Cl)cc(Cl)c1 | 1.1 | -9.9 | 0.8 | 2.7 | 2.6 | 2.0 | -2.1 | -11.1 | -4.3 | -7.7
CCn1c(=O)cc(OCC(=O)NCCc2ccc(OC)c(OC)c2)c2ccccc21 | -0.4 | 2.7 | -4.6 | -0.5 | 0.2 | 0.6 | -1.8 | 7.9 | 4.2 | 1.0
COc1ccc(-c2cn(CCN)c(-c3ccncc3)n2)cc1 | 2.1 | 0.9 | 0.2 | 0.7 | 1.3 | -0.8 | -0.4 | 4.1 | -3.5 | 2.7
C/C(CC(=O)NC(C)(C)C)=N\NC(=O)COc1ccc(C)cc1Br | 4.7 | -1.6 | 1.5 | -4.2 | 2.2 | -0.3 | 2.9 | -7.5 | 2.7 | -4.1
O=C(C1CCCCC1)N(Cc1nc2sc3c(c2c(=O)[nH]1)CCCC3)Cc1cccs1 | 6.9 | -5.9 | -1.5 | 0.9 | -1.4 | -3.9 | -1.7 | 0.0 | -4.3 | -16.9
CCN(CC)CCC(=O)c1ccc(F)cc1 | 15.1 | 0.0 | -0.9 | -1.3 | 0.6 | 74.3* | -0.3 | 3.2 | -1.3 | 2.3
CCOC(=O)CCCNC(=O)COC(=O)/C=C/c1ccc2c(c1)OCO2 | 0.8 | 1.2 | -5.0 | -3.0 | -3.1 | 0.6 | -0.8 | -1.9 | 2.1 | 2.1
O=C(C1CC(=O)N(C2CCCCC2)C1)N1CCc2ccccc21 (centres undefined) | 3.7 | 11.4 | 3.0 | 1.4 | -4.8 | -0.1 | -1.3 | 4.5 | 5.0 | -3.5
COc1ccc(OC)c(-c2csc(NC(=O)c3ccc(F)cc3)n2)c1 | 13.9 | 15.4 | 5.7 | -3.4 | 3.0 | -1.6 | 0.2 | 11.2 | -9.2 | -31.3
CCc1ccc(CN(C)C(=O)CCc2nc3ccccc3n(-c3ccc(OC)cc3)c2=O)cc1 | 3.1 | -9.8 | -5.9 | -0.7 | 0.7 | -9.2 | -0.8 | 7.7 | -6.2 | -10.5
CCCN1Cc2cccc(C(=O)Nc3cc(OC)cc(OC)c3)c2C1=O | 3.8 | -1.4 | 5.3 | 0.1 | -1.2 | 8.7 | 0.5 | 1.9 | -3.4 | -9.7
CCOC(=O)C1=CN(CC)CCC1=O | 5.4 | 2.7 | -0.6 | -4.7 | 24.8* | -1.5 | -2.7 | 9.9 | -1.5 | 2.5
COc1ccc(OC)c(S(=O)(=O)N2CCC(C(=O)NCc3ccccc3)CC2)c1 | 6.1 | 3.3 | -4.7 | -0.9 | 3.5 | -1.8 | -0.8 | -2.5 | 3.8 | 7.4
C=CCn1c(Cc2cccs2)nnc1SCC(=O)Nc1ccc(OC)cc1 | 3.7 | 0.1 | -0.5 | 0.5 | 2.2 | 0.7 | 1.2 | -9.0 | -2.2 | 1.8
Cc1cccc(S(=O)(=O)NC(=O)C2(C)CCN2C(=O)Cc2cc(F)ccc2F)c1 (centres undefined) | -12.5 | -0.8 | 3.5 | -3.7 | 0.9 | -1.1 | 1.0 | -5.6 | 0.6 | nt
O=C(c1ccccc1)C(CCC(CN1CCOCC1)C(=O)c1ccccc1)CN1CCOCC1 (centres undefined) | 9.2 | 7.5 | -4.2 | -8.5 | -2.1 | -24.2 | -0.7 | -14.6 | -20.9 | -1.9
CC(C)NC(=O)C1(C)CCN1Cc1ccc(-c2ccccc2)cc1 (centres undefined) | 2.3 | 2.1 | -3.3 | -0.8 | 4.3 | 4.1 | 0.3 | -7.8 | -0.1 | nt
Cc1cc(C)n(-c2ccc(C(=O)OCC(=O)Nc3ccc([N+](=O)[O-])cc3)cc2)n1 | 1.8 | -10.3 | 3.2 | -4.4 | -3.0 | -0.7 | -0.6 | 2.6 | -2.4 | -1.4
O=S1(=O)CC(N2CC=CC2)CN1Cc1cn(Cc2ccc(Cl)cc2)nn1 (centres undefined) | 0.0 | 0.0 | 4.0 | 2.1 | -3.1 | 1.6 | -0.6 | -0.3 | 6.5 | nt
CCOC(=O)c1c(NC(=O)c2ccno2)c2cc([N+](=O)[O-])ccc2n1C | 10.1 | 4.5 | 3.9 | 1.0 | 2.4 | 3.0 | -0.2 | 1.1 | -1.2 | 4.9
CC(OC(=O)CN1C(=O)C2C3C=CC(C4CC34)C2C1=O)C(=O)c1ccccc1 (centres undefined) | 1.3 | 2.5 | -8.4 | -1.6 | -3.3 | 4.4 | -1.4 | 4.7 | -1.2 | -3.9
CCOc1ccccc1NC(=O)CCC(=O)Nc1ccc2nc(N3CCN(C)CC3)cc(C)c2c1 | -3.9 | 6.2 | -7.9 | 0.6 | -0.2 | 0.5 | -0.7 | -13.4 | 6.4 | 0.2
O=C(CSc1nc2ccccc2c(=O)n1-c1ccc(OC(F)F)cc1)NC1CC1 | -6.2 | 2.0 | 2.1 | -0.1 | -0.2 | -2.5 | 0.5 | -14.5 | -1.7 | 5.0
c1ccc(CN=C2NN=C(c3ccccc3)CS2)cc1 | 2.7 | 0.5 | 8.2 | 1.5 | -5.3 | -2.9 | 0.7 | -6.8 | -1.7 | -24.1

Compound profiles, as listed above:
CCN(CC)CCC(=O)c1ccc(F)cc1 in the list: ARFGAP1 inh = 15.1; ABHD4 inh = 0.0; rCAG binder = -0.9; SMARCA2 act = -1.3; NR1D1 modulator = 0.6; GC-A act = 74.3*; PG9 Ab binder = -0.3; ASAP1 inh = 3.2; NPR2 activator = -1.3; HTRA1 inhibitor = 2.3
CCOC(=O)C1=CN(CC)CCC1=O in the list: ARFGAP1 inh = 5.4; ABHD4 inh = 2.7; rCAG binder = -0.6; SMARCA2 act = -4.7; NR1D1 modulator = 24.8*; GC-A act = -1.5; PG9 Ab binder = -2.7; ASAP1 inh = 9.9; NPR2 activator = -1.5; HTRA1 inhibitor = 2.5
